TbREL1 primary: TbREL1 inhibition, primary screen. P86926. inhibition, % at 9.66 µM. AID 1117264. 89,000 tested, 0.49% active. TbREL1 RNA ligation, FRET fluorescence;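 active means inhibition above the mean inhibition across all screened compounds plus 3 SD, cut at about 11% in these data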;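 further: 0% = plate median of test wells and 100% = NSC42067 control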
Target sequence (P86926 whole entry, looked up): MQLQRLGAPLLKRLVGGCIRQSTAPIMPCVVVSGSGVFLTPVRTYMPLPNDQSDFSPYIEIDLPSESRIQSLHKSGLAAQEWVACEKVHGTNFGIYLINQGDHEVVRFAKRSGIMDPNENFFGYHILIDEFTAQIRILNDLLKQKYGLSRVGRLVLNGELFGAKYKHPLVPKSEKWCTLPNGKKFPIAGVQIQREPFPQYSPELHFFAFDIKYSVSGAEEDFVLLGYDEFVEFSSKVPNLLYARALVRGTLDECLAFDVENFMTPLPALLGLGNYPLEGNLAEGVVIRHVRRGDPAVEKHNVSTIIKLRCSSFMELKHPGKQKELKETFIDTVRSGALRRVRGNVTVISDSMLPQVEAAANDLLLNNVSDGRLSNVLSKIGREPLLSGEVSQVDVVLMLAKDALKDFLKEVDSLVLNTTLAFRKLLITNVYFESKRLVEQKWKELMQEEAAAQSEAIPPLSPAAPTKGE
Active calls of the source: *.

Cc1ccc(OC(C)C(=O)N(C)c2ccccc2)c([N+](=O)[O-])n1 (stereo unspecified)
  TbREL1 primary = -0.4
O=C(OCc1ccccc1F)c1cc([N+](=O)[O-])ccc1N1CCOCC1
  TbREL1 primary = -0.9
COc1ccc(CN2CCN(C(=O)CC(C)C)CC2)c2ccccc12
  TbREL1 primary = 1.5
Cc1cc(CC(=O)O)c2oc(-c3ccoc3)cc(=O)c2c1
  TbREL1 primary = 9.7
O=C(O)CN1C(=O)SC(Nc2ccccc2C(=O)O)C1=O (stereo unspecified)
  TbREL1 primary = 3.1
O=C(COc1cccc(Br)c1)N/N=C1\CCCc2ccccc21
  TbREL1 primary = 5.0
Cc1ccc(NC(=O)C[n+]2ccn(C3=C([O-])c4ccccc4C3=O)c2)cc1
  TbREL1 primary = -5.1
COCCN(Cc1nnc(-c2cccs2)o1)C(=O)c1cccc(S(=O)(=O)N2CCOCC2)c1
  TbREL1 primary = -0.8
COc1ccc(N2C(=O)Cc3c2nc(N)c(C#N)c3N)cc1
  TbREL1 primary = 0.9
O=C(CSc1nc2ccccc2n1CC(=O)N1CCOCC1)N1CCCC1
  TbREL1 primary = 3.0

Quoted at random: 2 entries already listed
COc1ccc(N2C(=O)Cc3c2nc(N)c(C#N)c3N)cc1
  TbREL1 primary = 0.9
COCCN(Cc1nnc(-c2cccs2)o1)C(=O)c1cccc(S(=O)(=O)N2CCOCC2)c1
  TbREL1 primary = -0.8

Further records follow.
CC(CN1CCCC1)OC(=O)COc1ccccc1 (stereo unspecified)
  TbREL1 primary = -1.5
Cc1ccc(S(=O)(=O)N2CCN(S(=O)(=O)c3ccccc3)C2)cc1
  TbREL1 primary = 0.2
C[C@H]1CN([C@@H](C)CO)C(=O)CCCn2cc(nn2)CO[C@@H]1CN(C)C(=O)Cc1ccccc1
  TbREL1 primary = 0.1
Cc1cc2[nH]c(=O)c(=O)[nH]c2cc1S(=O)(=O)Nc1ccccc1F
  TbREL1 primary = 1.7
O=C(COC(=O)CCN1C(=O)c2ccccc2C1=O)Nc1ccccc1[N+](=O)[O-]
  TbREL1 primary = 1.7
COc1ccc(NC(=O)Nc2ccc(OC)cc2)cc1
  TbREL1 primary = 4.4
COc1cc(NC(=O)c2cc3ccccc3o2)c(OC)cc1Cl
  TbREL1 primary = 0.1
C#CCNC(=O)C1=C[C@@H](C(C)(C)C)C[C@@H](OCc2ccc(CO)cc2)O1
  TbREL1 primary = -1.8
Cc1cc2nc(C(C)(C)C)c(Cc3cccc(Cl)c3)n2c(C)c1Br
  TbREL1 primary = 3.9
Cc1nnc(N(C)C(=O)c2ccncc2)s1
  TbREL1 primary = 6.3

COc1ccc(CC(NC(C)=O)C(=O)NC2CCN(c3c4c(nc5ncnn35)CCC4)CC2)cc1 (stereo unspecified)
  TbREL1 primary = -0.7
COc1ccccc1OCc1nnc(SCC(=O)NCc2ccco2)n1Cc1ccco1
  TbREL1 primary = -2.4
CC(C)(Oc1ccc(Br)cc1)C(=O)N1CCc2ccccc21
  TbREL1 primary = 2.7
O=C(CCc1nc(-c2ccc(F)cc2)no1)Nc1cccc(C(=O)NC2CC2)c1
  TbREL1 primary = 0.9
c1cc2c(cc1Nc1nc(-c3ccc4c(c3)OCO4)cs1)OCCO2
  TbREL1 primary = 5.1
O=C(CN1CCC(NC(=O)c2cccc(F)c2)CC1)NCc1ccccc1F
  TbREL1 primary = -2.0
COCCNc1nnc(SCC(=O)N(C)c2c(N)n(Cc3ccccc3)c(=O)[nH]c2=O)s1
  TbREL1 primary = 2.0
CCS(=O)(=O)c1ccc(C(=O)Nc2ccccc2)c(Cl)c1Cl
  TbREL1 primary = 1.6
CCOc1cccc(NC(=O)c2ccc(S(=O)(=O)N(C)C)cc2)c1
  TbREL1 primary = -1.5
CCCCN(C)C(=O)c1cn(C(C)c2ccccc2)nn1 (stereo unspecified)
  TbREL1 primary = -0.2

COc1ccc(C(=O)C/C(=C\C(=O)c2ccc(C)cc2)c2ccccc2)cc1
  TbREL1 primary = 5.0
CC1C=CC=CCCC=CC=CC=CC=CC(OC2O[C@H](C)[C@@H](O)[C@H](N)[C@@H]2O)CC(O)C(C(=O)O)C(O)CC(=O)CC(O)C(O)CCC(O)CC(O)CC(O)CC(=O)OC(C)C(C)C1O (stereo partly specified)
  TbREL1 primary = -0.8
COc1ccc(OCCC(=O)OCC(=O)NCc2ccco2)cc1
  TbREL1 primary = -1.4
COc1cccc(CNCc2ccc(C(=O)O)cc2)c1OC
  TbREL1 primary = -0.8
CCN1CCN(c2ccc(S(=O)(=O)N3CCCCC3)cc2NC(=O)COc2ccc(Cl)cc2)CC1
  TbREL1 primary = -4.9
COc1cccc(CNC(=O)CCNS(=O)(=O)c2ccc3c(c2)oc(=O)n3C)c1
  TbREL1 primary = -1.0
COc1ccc(CCN2CCCC(CN(C)Cc3cc(OC)ccc3OC)C2)cc1 (stereo unspecified)
  TbREL1 primary = 1.0
COC(=O)C1=C(C)N(Cc2ccc(F)cc2)C(=S)NC1c1cccc(F)c1 (stereo unspecified)
  TbREL1 primary = -6.0
CCCN1C(=O)c2cc(C(=O)Nc3cccc(C(C)=O)c3)ccc2C1Nc1cccc(C(C)=O)c1 (stereo unspecified)
  TbREL1 primary = 2.6
COC(=O)[C@@]12C[C@@H](CC(=O)NCc3ccc(C)o3)C(=O)N(CCc3ccc(OC)c(OC)c3)C1=CCC(C)(C)C2
  TbREL1 primary = 0.5

COc1ccc(CCN=C(N)NS(=O)(=O)c2cc(F)ccc2OC)cc1
  TbREL1 primary = 7.2
COc1cc(OC)cc(C(=O)NNC(=O)C2CCCC2)c1
  TbREL1 primary = -0.1
N#C/C(=C(\O)CCl)c1nnc2n1CCCCC2
  TbREL1 primary = -1.3
[N-]=[N+]=NCCN1CCN(CCc2ccccc2)CCC1=O
  TbREL1 primary = -1.6
CC(C)CCCN1C(Nc2ccccc2)=NC[C@@H]1C
  TbREL1 primary = 0.9
COc1ccc(-c2cc(C(=O)Nc3cc(OC)cc(C(=O)Nc4cccc(C(F)(F)F)c4)c3)[nH]n2)cc1
  TbREL1 primary = 6.9
Cc1ccc(NC(=O)C2CCCCC2)cc1C
  TbREL1 primary = -1.6
O=C(CNC1CCCCCC1)Nc1ccccc1N1CCOCC1
  TbREL1 primary = -1.6
COc1cccc(CN(C)C(=O)c2ccc(Cl)c(S(=O)(=O)N3CCCCCC3)c2)c1OC
  TbREL1 primary = 0.9
Nc1c(N(CCC2=CCCCC2)C(=O)COc2ccc(F)cc2Cl)c(=O)[nH]c(=O)n1Cc1ccccc1
  TbREL1 primary = -4.1

CCc1oc(C(=O)O)cc1CN(CC)CC
  TbREL1 primary = -0.5
Cc1nnc(SCC(=O)NCc2ccco2)n1-c1ccccc1
  TbREL1 primary = -1.0
CC(C)Nc1nc(NC(N)=S)nc(NC(C)C)n1
  TbREL1 primary = 1.5
Cc1ccc(-c2cc3nc(-c4ccco4)cc(N4CCN(Cc5ccoc5)CC4)n3n2)cc1
  TbREL1 primary = 0.6
O=C(COc1ccc(Br)cc1)NNC(=O)c1ccc(-n2cncn2)c([N+](=O)[O-])c1
  TbREL1 primary = -0.9
Clc1ccc(Cn2ncc3c(N4CCCCC4)ncnc32)cc1
  TbREL1 primary = -3.1
Cn1c(NCCO)nc2c(c1=O)C1(CCCCC1)Cc1ccccc1-2
  TbREL1 primary = -0.8
O=c1cc(-c2ccc(O)cc2)oc2ccc(O)cc12
  TbREL1 primary = 1.5
CC(C)Oc1ccc(S(=O)(=O)N2CCOCC2)cc1NC(=O)CC1OC(=O)c2ccccc21 (stereo unspecified)
  TbREL1 primary = -3.9
O=C(NC(Cc1ccccc1)C(=O)O)/C(=C/c1ccccc1)NC(=O)c1ccccc1 (stereo unspecified)
  TbREL1 primary = 3.1

A draw from above in order of length of the SMILES, largest number first.
COCCN(Cc1nnc(-c2cccs2)o1)C(=O)c1cccc(S(=O)(=O)N2CCOCC2)c1
  TbREL1 primary = -0.8
O=C(CCc1nc(-c2ccc(F)cc2)no1)Nc1cccc(C(=O)NC2CC2)c1
  TbREL1 primary = 0.9
Cc1cc2[nH]c(=O)c(=O)[nH]c2cc1S(=O)(=O)Nc1ccccc1F
  TbREL1 primary = 1.7
CCCCN(C)C(=O)c1cn(C(C)c2ccccc2)nn1 (stereo unspecified)
  TbREL1 primary = -0.2
O=C(CNC1CCCCCC1)Nc1ccccc1N1CCOCC1
  TbREL1 primary = -1.6

(continued)
CC(C)(C)n1nc2c(c1NC(=O)c1cccs1)CS(=O)C2 (stereo unspecified)
  TbREL1 primary = 0.1
CCN(c1ccc(NC(=O)CSc2nnc3nc(C)cc(C)n23)cc1)C(C)C
  TbREL1 primary = -2.4
Nc1nc(-c2cccnc2)nn1C(=O)COc1ccccc1
  TbREL1 primary = 2.6
C[C@H]1[C@@H](NC(=O)c2ccc(O)cc2)CC[C@@]23CCCN2C(=O)CCC[C@@H]13
  TbREL1 primary = -3.6
CNC(=S)NNC(=O)COc1cccc(C)c1C
  TbREL1 primary = -6.3
O=[N+]([O-])c1ccccc1/C=C/C=N/N1CCCCC1
  TbREL1 primary = -5.1
O=C(c1ccccc1)n1ccc(-c2cnc(-c3ccccc3)s2)n1
  TbREL1 primary = 1.8
Cc1onc(-c2ccccc2Cl)c1C(=O)N1CCCCC1
  TbREL1 primary = -6.0
CC1CCCC(NC(=O)CSc2nncs2)C1C (stereo unspecified)
  TbREL1 primary = 2.8
CC(C)(C)OC(=O)NC(Cc1ccccc1)C1CC(C#N)C(=O)O1 (stereo unspecified)
  TbREL1 primary = -3.3

Quoted from the listing.
Under TbREL1 primary, O=C(c1ccccc1)n1ccc(-c2cnc(-c3ccccc3)s2)n1 is entered as 1.8
Under TbREL1 primary, CC(C)(C)n1nc2c(c1NC(=O)c1cccs1)CS(=O)C2 (stereo unspecified) is entered as 0.1
Under TbREL1 primary, CC(C)(C)OC(=O)NC(Cc1ccccc1)C1CC(C#N)C(=O)O1 (stereo unspecified) is entered as -3.3
Under TbREL1 primary, CC1CCCC(NC(=O)CSc2nncs2)C1C (stereo unspecified) is entered as 2.8
Under TbREL1 primary, Cc1onc(-c2ccccc2Cl)c1C(=O)N1CCCCC1 is entered as -6.0

The list continues:
CC#CC[N+](C)(C)CC(=O)c1ccccc1
  TbREL1 primary = 5.3
COc1cc(CN(C)C(=O)C2CCN(S(=O)(=O)c3cccs3)CC2)ccc1OC(F)F
  TbREL1 primary = 0.8
Cc1noc(C)c1C(=O)N1CCN(c2ccc(OCc3ccccc3)cc2)CC1
  TbREL1 primary = -1.6
O=S1(=O)c2ccc(N3CCC[C@@H]3CO)cc2OCCCN1C1CC1
  TbREL1 primary = -7.5
Cc1onc(-c2ccccc2)c1C(=O)N(C)CCc1ccccn1
  TbREL1 primary = -0.8
Cc1nc2sc(C(=O)NCc3ccc4c(c3)OCO4)c(N)c2c(C)c1Cl
  TbREL1 primary = 3.3
CC(C)C(C(=O)NCc1ccccc1)N(C)Cc1ccc(Cl)c(Cl)c1 (stereo unspecified)
  TbREL1 primary = 1.5
Nc1ccccc1C#CCCCCO
  TbREL1 primary = -0.4
Cc1ccc(NC(=O)CN2C(=O)CCSc3ccccc32)c(C)c1
  TbREL1 primary = -4.2
CCCS(=O)(=O)NC(=O)C1(C)CCCN(C(=O)c2oc3ccccc3c2C)C1 (stereo unspecified)
  TbREL1 primary = -1.3

CCc1c(C)n([O-])c2c([n+]1=O)CCCCC2
  TbREL1 primary = 4.6
C[C@H](CO)N1C[C@H](C)[C@@H](CN(C)S(=O)(=O)c2cn(C)cn2)OCc2cnnn2CCCC1=O
  TbREL1 primary = 4.2
O=C1CSC(=NC2CCCCC2)N1
  TbREL1 primary = 1.3
O=C(NC1CCCC1)C1CC(O)CN1C(=O)Nc1ccccc1 (stereo unspecified)
  TbREL1 primary = 3.2
COCCNS(=O)(=O)c1ccc(OCC(=O)OC)c(Cl)c1
  TbREL1 primary = 2.5
C/C(=N\NC(=O)C1CC1)c1ccc(N2CCOCC2)cc1
  TbREL1 primary = 2.3
Cc1cc(NC(=O)C2CCCCC2C(=O)O)no1 (stereo unspecified)
  TbREL1 primary = -2.2
CN(C(=O)c1cccnc1)c1nnc(-c2ccccn2)s1
  TbREL1 primary = -0.1
CCOc1cc(C(=O)NC)cc(Br)c1OC
  TbREL1 primary = 4.2
O=C(Cn1nc(C(F)(F)F)c2c1CCC2)Nc1ccccc1C(F)(F)F
  TbREL1 primary = -2.7

Given bar-delimited: part of the list above
Compound | TbREL1 primary
CCOc1cc(C(=O)NC)cc(Br)c1OC | 4.2
O=C(Cn1nc(C(F)(F)F)c2c1CCC2)Nc1ccccc1C(F)(F)F | -2.7

More records follow.
COC(=O)c1ccc(NC(=O)CSc2nc3ncccc3[nH]2)cc1
  TbREL1 primary = -5.0
COc1cc(OC)cc(C(=O)NNC(=O)CN2C(=O)NC3(CCCC3)C2=O)c1
  TbREL1 primary = 5.5
CC1(C(=O)Nc2cccnc2)Cc2c(-c3ccc4c(c3)OCO4)ccnc2O1 (stereo unspecified)
  TbREL1 primary = -0.9
CC(C)(C)C(=O)NCc1ccc(C(=O)CSc2nnc(-c3ccncc3)n2C2CC2)s1
  TbREL1 primary = 1.9
Cc1c(C=O)cnn1CCC(=O)O
  TbREL1 primary = 3.2
O=c1c([N+](=O)[O-])c(Cl)c2ccccc2n1Cc1ccccc1
  TbREL1 primary = 17.4*
CCOc1ccc(CN2C(=O)c3ccccc3C2=O)cc1C(=O)Nc1nnc(SCC)s1
  TbREL1 primary = 0.2
CCCc1nc2ccccc2n1Cc1ccccc1OC
  TbREL1 primary = -3.9
CCOC(=O)c1sc(N/N=C/c2ccccc2)nc1C
  TbREL1 primary = 7.4
CCOC(=O)C1=C(Nc2ccc(Cl)cc2)OCC1=O
  TbREL1 primary = -0.6

COc1ccccc1NS(=O)(=O)c1ccc(C(=O)NCC2(N(C)C)CCCCC2)cc1
  TbREL1 primary = -0.6
Cc1ccc(S(=O)(=O)N/N=C/c2cccc3nccnc23)cc1
  TbREL1 primary = 4.8
CC(NC(=O)CCn1c(=S)[nH]c2ccsc2c1=O)c1ccccc1 (stereo unspecified)
  TbREL1 primary = -3.6
C[C@@]12C(=O)N(c3cccc(Br)c3)C(=O)N1[C@H](c1ccc(Cl)cc1)[C@@H]1C(=O)N(C3CCCCC3)C(=O)[C@@H]12
  TbREL1 primary = 0.8
Cc1cc(C)c(C#N)c(Oc2ccccc2)n1
  TbREL1 primary = -2.6
Cc1ccccc1NC(=O)c1ccc(N/N=C/c2ccccc2O)c([N+](=O)[O-])c1
  TbREL1 primary = -2.5

Compound activity as filed in PubChem.

Not all compounds are listed; the hit share may differ from the screen's.
